Screening data (PubChem)
dFosB activator – enhances mouse delta FosB homodimer DNA binding; AID 493131; purified delta FosB, TAMRA-CDK5 oligo fluorescence polarization; percent of positive-control signal above neutral wells; 340,000 compounds, 0.99% hits; activation, % at 25 µM;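 active = mean activation above about 17%, with every replicate also reaching it, limit read from the data, passing the limit was not always enough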;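 also: fluorescence polarization rise as delta FosB binds a TAMRA Cdk5 AP-1 oligo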
MITF TRPM1 HTS – MITF TRPM1 promoter activation in melanoma cells | activation, % at 12.5 µM | SK-MEL-5 TRPM1-promoter luciferase, 24 h; % of positive control, neutral wells = 0 | AID 588334 | 300,000 compounds, 0.75% hits;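 active = mean activation of at least 80% with every replicate also reaching 80%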;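 also: 0% = neutral control wells and 100% = parthenolide positive control wells; values of inactives mirror those of a sister screen read the other way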
HTR5A ag – activates human HTR5A in OPRM1-OPRD1 agonist counter-screen. P47898. HTR5A agonist assay, luminescence, cell-based. activation, % at 9.3 µM. 340,000 compounds, 0.61% hits. AID 504692; in the data active = activation mostly above about 9.5%, no sharp cut-off; inactive = mostly below about 7.6%;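 also: 0% = cells with vehicle only and 100% = reference agonist; strong numbers were not always called active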
Target sequence (P47898 whole entry, looked up): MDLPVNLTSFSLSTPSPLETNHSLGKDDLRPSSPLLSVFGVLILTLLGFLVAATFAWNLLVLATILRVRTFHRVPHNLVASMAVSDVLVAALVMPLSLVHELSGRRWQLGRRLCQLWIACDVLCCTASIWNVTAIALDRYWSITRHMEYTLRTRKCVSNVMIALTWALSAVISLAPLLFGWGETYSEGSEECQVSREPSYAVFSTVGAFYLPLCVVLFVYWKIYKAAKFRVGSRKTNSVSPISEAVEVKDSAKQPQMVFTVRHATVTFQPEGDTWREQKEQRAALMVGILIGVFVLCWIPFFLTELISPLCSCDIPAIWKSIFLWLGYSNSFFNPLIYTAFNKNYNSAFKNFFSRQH
SR-BI HDL uptake – blocks mouse SR-BI lipid uptake from DiI-HDL. ldlA[mSR-BI] CHO cells, DiI-HDL uptake fluorescence, 3 h. inhibition, % at 12.5 µM. Q61009. 320,000 compounds, 0.96% hits;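 active = mean replicate inhibition of at least 70% and a set share of replicates each scoring 70 or more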;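 also: 0% = median of neutral control wells and 100% = median of positive control wells; values of inactives mirror those of a sister screen read the other way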
Wnt bcat act – activates Wnt/beta-catenin signaling in a reporter cell assay. activator, plate reader. activation, % at 9.35 µM. 300,000 compounds, 1.2% hits; in the data active = activation above about 30%, passing the limit was not always enough;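 also: 0% = neutral control wells and 100% = positive control wells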
CDK5 inh – CDK5/p35 (human) kinase inhibition. Q00535+Q15078. Recombinant CDK5/p35, ADP-Glo luminescence, 60 min. inhibition, % at 10 µM. 330,000 compounds, 0.01% hits;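 active = highest replicate inhibition of at least 50% and at least 75% of replicates reaching 50%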;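 also: plate controls were DMSO neutral control for no effect and GW8510 at 10 µM for full effect; many of its hits are not listed in these tables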
Target sequence (Q00535 whole entry, looked up): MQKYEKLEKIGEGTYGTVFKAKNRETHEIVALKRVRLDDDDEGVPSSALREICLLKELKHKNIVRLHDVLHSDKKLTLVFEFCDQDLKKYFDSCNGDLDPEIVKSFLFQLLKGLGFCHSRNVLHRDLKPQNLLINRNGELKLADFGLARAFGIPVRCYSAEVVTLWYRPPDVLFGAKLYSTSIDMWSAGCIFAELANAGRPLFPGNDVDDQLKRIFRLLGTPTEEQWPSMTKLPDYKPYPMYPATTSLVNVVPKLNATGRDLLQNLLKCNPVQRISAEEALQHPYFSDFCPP
Target sequence (Q15078 whole entry, looked up): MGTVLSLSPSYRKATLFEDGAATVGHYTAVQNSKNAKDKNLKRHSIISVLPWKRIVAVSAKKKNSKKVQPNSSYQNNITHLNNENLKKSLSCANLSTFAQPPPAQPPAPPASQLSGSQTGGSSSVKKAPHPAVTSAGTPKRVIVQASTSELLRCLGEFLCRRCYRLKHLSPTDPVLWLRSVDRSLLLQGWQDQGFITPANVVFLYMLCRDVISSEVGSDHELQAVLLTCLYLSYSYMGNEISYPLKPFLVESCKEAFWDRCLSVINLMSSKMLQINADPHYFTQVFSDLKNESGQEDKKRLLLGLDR
PvdQ acylase – blocks Pseudomonas aeruginosa PvdQ acylase activity; purified PvdQ acylase, fluorescence plate reader; inhibition, % at 10 µM; 340,000 compounds, 0.063% hits; AID 488965; in the data active = inhibition above about 30%, passing the limit was not always enough;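 also: 0% = vehicle neutral wells and 100% = reference inhibitor wells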
HTR5A inv ctr – inverse agonist of human HTR5A in OPRM1-OPRD1 counter-screen; P47898; 340,000 compounds, 0.083% hits; inhibition, % at 9.3 µM; AID 504634; HTR5A cell line, luminescence, inverse agonism; in the data active = inhibition mostly above about 23%, no sharp cut-off; inactive = mostly below about 18%;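 also: 0% = cells with DMSO and 100% = no-cell wells with DMSO; some compounds called inactive have numbers as strong as hits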
NSD2 inh – inhibitors of human histone methyltransferase NSD2 | inhibition, % at 12.5 µM | 310,000 compounds, 0.54% hits | AID 743445 | NSD2 peptide methylation, AlphaScreen, 120 min; in the data active = inhibition above about 50%
V-ATPase pHluor – yeast V-ATPase proton transport regulation by pHLuorin | 350,000 compounds, 0.37% hits | S. cerevisiae, pHLuorin cytosolic pH fluorescence | response, % at 10 µM; in the data active = response mostly above about 7.3%, no sharp cut-off; inactive = mostly below about 5.4%; also: actives read high; inactives centre near 0; some compounds called inactive have numbers as strong as hits; reference of the scale not given here
* hit, by the source's call; . = not tested or not shown; & = joins results of further samples. A portion of the library. The share of hits here may be higher or lower than overall.

SMILES | dFosB activator | MITF TRPM1 HTS | HTR5A ag | SR-BI HDL uptake | Wnt bcat act | CDK5 inh | PvdQ acylase | HTR5A inv ctr | NSD2 inh | V-ATPase pHluor
COc1cc(OC)cc(C2(C#N)CCN(C)CC2)c1 | -3 | 2 | -4 | -8 | 3 | 2.2 | -11 | 11 | -1 | 1
CCN1C(=O)C(=Cc2ccc(C)s2)C(=O)N(CC)C1=S | -17 | 8 | 3 | -24 | 6 | 0.1 | -11 | 17 | 11 | 1
COC(=O)C1=C(c2ccc(F)cc2F)C[C@@H]2CC[C@H]1N2C(=O)NCCNC(C)=O | -10 | -2 | 3 | -8 | . | 0.3 | -5 | 5 | . | 1
COc1ccc(CN2C(=O)NC(=O)/C(=C\c3ccc(OC)c(OC)c3OC)C2=O)cc1 | 0 | 0 | 2 | -21 | -1 | -1.7 | -3 | -6 | 2 | 3
COc1ccc(Cl)cc1C(=O)C1CCCN(CCO)C1 (stereo not given) | -13 | 6 | -1 | -19 | -1 | -2.0 | -16 | 2 | 1 | -3
COc1ccc(-c2nc(CSCC(=O)N3CCC4(CC3)OCCO4)c(C)o2)cc1OC | -9 | . | -4 | 40 | 2 | -0.4 | -15 | 12 | -1 | 2
C(#CCN1CCOCC1)COCc1ccccc1 | 4 | 1 | 4 | -14 | . | -0.2 | -2 | -5 | -3 | -2
c1cnc2c(c1)ccc1ncccc12 | -4 | -9 | 5 | -30 | 1 | -0.1 | 3&0 | 13 | -4 | -3
Cn1c(=O)cc(SCC(=O)N2CCC3(CC2)OCCO3)c2ccccc21 | -3 | -11 | -3 | 11 | 6 | -0.3 | -14 | 8 | . | 0
CCN(N=Nc1nonc1OC)c1nonc1OC | 3 | . | -2 | 0 | 1 | -4.0 | -8 | 5 | -1 | -2
CCC(=NCc1cc(OC)cc(OC)c1)c1c(O)[nH]c(=O)[nH]c1=O | -15 | -8 | -7 | -21 | -2 | 0.2 | -15 | 18 | 4 | 0
CCCN1CCC[C@@H](c2cccc(O)c2)C1 | 12 | 1 | 3 | 6 | 1 | 1.7 | 2 | 18 | . | -5
CN1CCN(c2ccc(NC(=O)Oc3ccccc3)cc2)CC1 | 2 | 7 | 2 | 2 | -1 | 1.7 | 4 | -1 | 13 | 6
S=C1NCCN1 | 0 | -12 | 1 | -3 | 0 | 0.2 | 7 | -4 | . | -4
O=C1CN(C(=O)COC(=O)Cc2ccccc2)c2ccccc2N1 | -2 | -3 | 4 | -19 | -2 | -2.1 | -4 | -11 | -2 | -3
COc1ccc(C(=O)C2CCCN(Cc3ccc(C)s3)C2)cc1OC (stereo not given) | -7 | 12 | -5 | . | 2 | -2.0 | -8 | -12 | 4 | 1
Oc1ccc(Cl)c(Cl)c1Cl | -9 | 4 | 3 | -13 | -3 | -1.0 | -5 | -13 | . | -3
COc1cccc(-n2c(-c3ccoc3)nc3ccccc3c2=O)c1 | -8 | . | 8 | 3 | -1 | 1.0 | 9 | -19 | -1 | 0
O=C(Cn1ncc2c3ccccc3n(Cc3ccc(F)cc3)c2c1=O)N1CCC2(CC1)OCCO2 | 7 | -9 | 2 | 0 | . | 0.1 | 3 | -59 | . | 1
COc1cccc(NC(=O)CN2CC(c3ccccc3)CC2=O)c1 (stereo not given) | 0 | -2 | -1 | -6 | -3 | 1.6 | -14 | 3 | . | -3
Cc1cccc(OCC(=O)N2CCN(Cc3ccc([N+](=O)[O-])cc3)CC2)c1 | -2 | -8 | 1 | 33 | 0 | -0.5 | 1 | -2 | -3 | 1
O=c1[nH]c(=O)n(CCc2ccccc2)c(O)c1C=NC1CC1 | -6 | . | . | -37 | 3 | -0.2 | -12 | . | -2 | -1
Clc1ccc(C(c2ccccc2)c2ncc[nH]2)cc1 (stereo not given) | -4 | -4 | 3 | -5 | . | -0.6 | -3 | -1 | 1 | -3
CCOc1ccc(NC(=O)C2C3c4ccccc4C(c4ccccc43)C2C(=O)O)cc1 (stereo not given) | 4 | -3 | 1 | -7 | 1 | -1.8 | -26 | -9 | -2 | 7
CC1CN=C(NCc2ccc(F)cc2)S1 (stereo not given) | -4 | 16 | 3 | -14 | 8 | -2.5 | -15 | -8 | -1 | -1
O=C1CN(C(=O)CN2CCCCC2)C(c2ccccc2)c2cc(Br)ccc2N1 (stereo not given) | 1 | . | 3 | -54 | -1 | 0.6 | -3 | -7 | 1 | -5
CN1C(=O)/C(=C\N2CCc3ccccc32)C(=O)NC1=S | 4 | -46 | 2 | 16 | -2 | -1.4 | -5 | -1 | 0 | 0
N#CC(c1ccccc1)N1CCOCC1 (stereo not given) | -2 | -1 | 3 | 5 | 20 | -0.5 | 0 | -10 | -5 | 1
Clc1ccc2c(c1)C(c1ccccc1Cl)=NCc1nnc(N3CCN(CCOc4ccccc4)CC3)n1-2 | -1 | -13 | 2 | -20 | -5 | -3.1 | -12 | -5 | 7 | 0
CN(CCOc1ccc(C=C2C(=O)NC(=O)NC2=O)cc1)c1ccccn1 | -12 | 61 | 1 | -8 | 2 | -1.8 | -8 | -32 | 17 | 1
NP(=O)(OCCCCc1ccccc1)Oc1ccccc1Cl (stereo not given) | -4 | -6 | 4 | -26 | -2 | -1.4 | -9 | 12 | . | -7
N#C/C(=C(/O)c1ccc(S(=O)(=O)N(CCCl)CCCl)cc1)c1nc2ccccc2[nH]1 | 14 | 21 | -9 | . | 12 | -9.6 | -6 | 20 | -1 | -6
COc1ccccc1OCC#CCN1CCOCC1 | -9 | 4 | -4 | -9 | -2 | 2.7 | -17 | 15 | 4 | 6
COc1ccc(-n2c(/C=C/c3cccc(F)c3)nc3ccccc3c2=O)c(OC)c1 | 5 | -1 | 0 | 15 | 0 | 1.0 | -17 | 1 | -1 | -3
COc1ccccc1CN1CCN(C(=O)Cc2ccccc2)CC1 | -3 | -2 | -4 | -14 | . | -2.8 | -11 | -6 | 1 | -11
CCOC(=O)CC(SP1(=S)OCC2(CC=CCC2)CO1)C(=O)OCC (stereo not given) | -4 | 15 | 0 | 9 | 28 | -2.5 | 1 | 0 | -12 | 1
CC(=O)OC1CCC2(C)C(CCC3C2CC(=O)C2(C)C3CC(N3CC3)C2C(C)=O)C1 (stereo not given) | -7 | 2 | 5 | 1 | -5 | -1.5 | 16 | -20 | 0 | 10
COc1ccc(CCNCc2cccc(C(F)(F)F)c2)cc1OC | -2 | 3 | 1 | -12 | -2 | -2.7 | -18 | -14 | 8 | 1
Cc1nc2ccccc2c(=O)n1-c1ccncc1 | -6 | -1 | 2 | -1 | 1 | 0.0 | 3 | -6 | -2 | 2
O=[N+]([O-])c1cc(F)c(N2CCCCC2)cc1Br | -5 | 1 | 1 | -6 | 2 | 2.2 | -2 | -4 | 0 | 3
COc1ccc(-c2cc(C(=O)N3CCC4(CC3)OCCO4)c3ccccc3n2)cc1 | -12 | 48 | -1 | 11 | 8 | . | 2 | -18 | 1 | 1
CC1CCC(C(C)C)C(OC(=O)Cn2c(COc3ccccc3)[n+](C)c3ccccc32)C1 (stereo not given) | 0 | -96 | 15* | . | -1 | 2.2 | 4 | -6 | . | -3
CCCN(CC#CCOc1ccc(OC)cc1)CCC | -4 | 0 | 0 | -20 | . | -0.4 | -10 | 3 | -5 | -4
CCOP(=O)(C#CC(C)(C)C)C(C)(O)c1ccccc1 (stereo not given) | -4 | -3 | -1 | -25 | -2 | 1.1 | -15 | 5 | 2 | 0
CP(=O)(Nc1ccc(Cl)cc1)c1nc2c(s1)CCCC2 (stereo not given) | -3 | 1 | 6 | -9 | 15 | 1.7 | -15 | -19 | -3 | -3
O=c1c2ccccc2nc(SCC2CCCCO2)n1-c1ccccc1 (stereo not given) | -7 | -8 | -2 | -13 | . | 0.2 | -10 | -16 | 4 | 0
O=c1c2ccccc2nc(-c2ccccc2)n1-c1ccccn1 | -6 | -3 | 0 | -11 | 0 | 1.6 | -21 | -1 | 0 | 1
O=C(C[N+]12CCC(CC1)C(C(O)(c1ccccc1)c1ccccc1)C2)c1ccc(Br)cc1 (stereo not given) | 8 | . | -4 | 17 | 3 | -1.6 | -11 | -16 | 9 | 1
CN(C)CCSCc1nnc2n1-c1ccc(Cl)cc1C(c1ccccc1Cl)=NC2 | -1 | . | -3 | . | 1 | 0.1 | -2 | -19 | 8 | -2
C[C@H](NC(=O)N1C[C@H]2C[C@@H](C1)c1cccc(=O)n1C2)C(=O)Nc1ccccc1F | -9 | 6 | 4 | 0 | 0 | 0.3 | 4 | 21 | . | 7
Cc1ccc(C(=O)C2(C)N(O)C(C)C(c3cccs3)=[N+]2[O-])cc1 (stereo not given) | -1 | 9 | 2 | -4 | . | 4.3 | 3 | -4 | 0 | 2
COc1ccc(OCC(=O)N2CCN(Cc3nc4cc([N+](=O)[O-])ccc4n3C)CC2)cc1 | -5 | 1 | 1 | 16 | -9 | 0.7 | -3 | -2 | 0 | -5
N=c1sccn1Cc1ccc(Cl)cc1Cl | -7 | 4 | -1 | 2 | . | -0.5 | -21 | -22 | 14 | 1
CC1([N+](=O)[O-])COP(=O)(Nc2cccc(Br)c2)OC1 (stereo not given) | -5 | -4 | 1 | . | -1 | 2.7 | -13 | -6 | 0 | -87
C/C(=N\NC(=O)c1ccncc1)c1c(O)n(Cc2ccccc2)c(=O)[nH]c1=O | -4 | -3 | -7 | -2 | 1 | 1.3 | -3 | 18 | 0 | 10
CN1C(=O)NC(=O)C2(CCCC2)C1=O | 5 | 4 | -2 | -2 | -4 | 2.7 | -18 | 9 | -3 | -1
Cc1nn(Cc2ccccc2Cl)c(C)c1C(=O)OCC(=O)N1CC(C)OC(C)C1 (stereo not given) | -2 | 5 | 1 | 8 | . | -1.6 | -7 | -52 | -4 | -2
Cc1ccc(-n2cc(CNC(C)Cc3cnccn3)c(-c3cccc(C)c3)n2)cc1 (stereo not given) | -14 | 17 | 1 | 15 | 0 | -0.4 | -13 | -3 | 0 | 5
C=CCn1c(O)c(/C=C2/C=CC=N2)c(=O)[nH]c1=O | -3 | 3 | -4 | -31 | 2 | 1.2 | 11 | 10 | 6 | 0
CC(C)(C)C(=O)c1cn(Cc2ccccc2)c2ccccc12 | 1 | 4 | 0 | 21 | -1 | 1.9 | -11 | 0 | 4 | -2

The results go on:
SMILES | dFosB activator | MITF TRPM1 HTS | HTR5A ag | SR-BI HDL uptake | Wnt bcat act | CDK5 inh | PvdQ acylase | HTR5A inv ctr | NSD2 inh | V-ATPase pHluor
O=C1/C(=C/c2cc([N+](=O)[O-])ccc2Cl)N2CCC1CC2 | -7 | -12 | 5 | 8 | -1 | 0.1 | 22 | -14 | 3 | 1
CC1CCCC(NC(=O)CNC(=S)N2CC3CC(C2)c2cccc(=O)n2C3)C1C (stereo not given) | 2 | -4 | 2 | 8 | 1 | . | -11 | -13 | . | 3
CCCCCCOc1ccc(CN2CCN(C)CC2)cc1 | 2 | 20 | -2 | 1 | 5 | 0.3 | -2 | 12 | 15 | 2
Nc1ccnn1C1CCNCC1 | 8 | -4 | -1 | -4 | -4 | -1.4 | -14 | 5 | 3 | 3
O=C1C2CCCN2C(c2cccc(Cl)c2)N1c1ccccn1 (stereo not given) | 2 | . | 0 | 8 | 1 | -1.5 | -8 | 1 | 3 | 2
O=C1Nc2ccccc2/C1=C/c1nc2ccccc2c(=O)n1-c1ccc(O)cc1 | -19 | -13 | -6 | 46 | 1 | -2.1 | -7 | -5 | 0 | -2
CC(NC(=O)N1CC1(C)C)c1ccccc1 (stereo not given) | 1 | -3 | 7 | -3 | -4 | -0.2 | -15 | -26 | 30 | 2
